# Source: PubChem BioAssay
# RNase H inhibition = RNase H inhibition, HIV 1 Gag Pol polyprotein, FRET biochemical assay, screening (AID 372); HIV-1 RT RNase H, FRET RNA/DNA substrate fluorescence; higher % means a stronger effect; inhibition, % at 10 µM, or IC50 in µM where a hit was titrated; 100,000 tested, 0.77% active; in the data active means inhibition above about 50%
# Starred values were filed as active, the others as inactive; & = joins results of further samples.
Structure	RNase H inhibition
O=C1/C(=C\c2cc([N+](=O)[O-])ccc2O)SC(=S)N1c1cccc(C(F)(F)F)c1	26.0%
CC1=C(C(=O)Nc2ccc(Br)cc2)C(c2ccccc2)NC(=S)N1 (configuration not stated)	9.0%
CC(=O)NN1C(=O)c2ccc(Oc3cccc([N+](=O)[O-])c3)cc2C1=O	10.0%
Cc1ccc(CN2CCCC(CO)C2)cc1 (configuration not stated)	6.0%
CC(=O)NC(c1ccccc1)c1c(OC(=O)c2ccccc2)ccc2ccccc12 (configuration not stated)	16.0%
Cc1ccc(C(=O)NC(=S)Nc2ccc3c4c(cccc24)CC3)cc1C	21.0%
Cn1c(O)c(C=NCC2CCN(C(=S)Nc3ccccc3)CC2)c(=O)n(C)c1=O	0.0%
O=C(NN1C(=O)/C(=C/c2ccc(O)cc2)SC1=S)c1ccccc1	19.0%
CCc1nnc(NC(=O)CN2C(=O)/C(=C/c3ccc(OC)c(OC)c3)SC2=S)s1	2.0%
Cc1ccc(-c2cc(C(=O)NC(C)C)c3ccccc3n2)s1	13.0%
COC(=O)C1C(c2ccccc2)N(c2ccccc2)OC1(C)O (configuration not stated)	5.0%
NS(=O)(=O)c1ccc(N=Cc2ccc(Cl)cc2)cc1	11.0%
O=C(CN1C(=O)/C(=C/c2ccccc2Cl)SC1=S)Nc1cccc(O)c1	23.0%
Cc1ccc(/C(O)=C2\C(=O)C(=O)N(c3ccc(O)cc3)C2c2ccc([N+](=O)[O-])cc2)cc1 (configuration not stated)	9.0%
CC(C)(C)c1ccc(S(=O)(=O)/N=C2\C=CC(=O)C(Br)=C2)cc1	13.0%
COc1ccccc1NC(=O)c1cc([N+](=O)[O-])ccc1Br	3.0%
Cc1cccc(C(=O)Nc2nc3ccc(S(C)(=O)=O)cc3s2)c1	2.0%
COC(=O)c1cc(-c2ccc(OC)cc2)nc2ccc(Cl)cc12	4.0%
CCOc1cc(C2NC(=O)NC(C)=C2C(=O)OC2CCCCCCC2)ccc1O (configuration not stated)	14.0%
Cc1ccc(-c2c(C#N)c(N)nc3c2CCCCC3)s1	8.0%
O=C/C(=C\Nc1ccccn1)c1nc2ccccc2o1	5.0%
Cc1ccc2c(Cl)c(C(=O)NCc3ccc(Cl)cc3)sc2c1	8.0%
CC(C)c1ccc(/C=C/C(=O)NCCc2ccccc2)cc1	0.0%
Brc1ccc(CSc2ncn[nH]2)cc1	0.0%&2.0%
O=C1CCC(C(=O)O)(c2ccccc2)N1c1ccccc1 (configuration not stated)	1.0%
COc1cc(C(=O)Nc2ccc3c(c2)OCO3)cc(OC)c1OC	0.0%
CCCCOC(=O)C1=C(C)NC(=O)NC1c1ccc(OCC)c(OC)c1 (configuration not stated)	22.0%
CN(C)c1ccc(/C=N/NC(=O)c2ccc(CN3CCOCC3)cc2)cc1Br	6.0%
CCC(COC(C)=O)NC1=C(Cl)C(=O)c2ccccc2C1=O (configuration not stated)	6.0%
CC1SC(c2ccc(OCc3ccccc3)cc2)NC1=O (configuration not stated)	7.0%
CC1CCN(S(=O)(=O)c2ccc(N)cc2)CC1	0.0%
Cc1c(OCc2c(F)cccc2Cl)ccc2c3c(c(=O)oc12)CCC3	0.0%
COc1ccc(/C=C2\SC(=O)N(c3ccccc3)C2=O)cc1Br	6.0%
O=C(NCc1ccco1)/C(=C/c1cccnc1)NC(=O)c1cccc(Br)c1	2.0%
CCCc1ccc(Oc2cc(-c3ccccc3)nc(-c3ccccc3)n2)cc1	12.0%
O=C(CSCc1ccc(Br)cc1)N/N=C/c1ccc(Sc2ccccn2)o1	15.0%
CCC(C)c1ccc(NC(=O)c2ccc(Br)o2)c(O)c1 (configuration not stated)	6.0%
Cc1cc(OCC(=O)Nc2cccc(C)c2C)ccc1Br	0.0%
CCn1c2ccccc2c2cc(CN3CCN(Cc4ccc(Cl)cc4)CC3)ccc21	17.0%
CC(=O)C1=C(O)C(=O)NC1c1ccccc1 (configuration not stated)	5.0%
CC(C)(C)c1ccc(S(=O)(=O)Nc2ccc(-c3ccc(NS(=O)(=O)c4ccc(C(C)(C)C)cc4)c(Cl)c3)cc2Cl)cc1	23.0%
CCONC(=Nc1ccccc1OC)c1nonc1N	10.0%
O=C1CSC(=S)N1/N=C/c1ccccc1OS(=O)(=O)c1ccccc1	16.0%
CCc1nnc(N/N=C/c2c(Cl)cccc2Cl)n1N	0.0%
O=C(Nc1ccc(OCc2ccccc2)cc1)C(c1ccccc1)c1ccccc1	2.0%
O=C(NN=C1c2ccccc2-c2ccccc21)c1ccccc1Br	23.0%
COc1ccc(C(=O)OCCCC(F)(F)C(F)(F)F)cc1	13.0%
Cc1ccc(O)c(-c2cc(-c3ccc(C(F)(F)F)cc3)n[nH]2)c1	31.0%
COc1nnc(-c2ccc(C)cc2)c2ccccc12	9.0%
CCCOC(=O)c1ccc(NC(=O)c2cc3ccccc3o2)cc1	4.0%

# The listing continues.
Structure	RNase H inhibition
C=CCOC(=O)C1=C(C)N(C)C(=O)NC1c1cc(OC)ccc1OC (configuration not stated)	5.0%
O=C1NC(=O)N(Cc2ccccc2)C(=O)/C1=C/c1ccc(-c2cccc([N+](=O)[O-])c2)o1	38.0%
O=C(NC(NC(=O)c1ccco1)c1ccc(F)cc1)c1ccco1	16.0%
O=C(/C=C/c1ccc(Cl)cc1Cl)Nc1ccc(I)cc1Cl	11.0%
S=C(NCCc1ccccn1)Nc1ccc(Cl)cc1Cl	50.0%*
Oc1cccc(/C=N/Nc2nncc(-c3ccccc3)n2)c1	12.0%
O=C(C1CC1c1ccccc1)N1CCC(c2ccccc2)C1 (configuration not stated)	2.0%
N#Cc1cc(C#N)c(SCC(=O)c2ccccc2)nc1N	12.0%
COC(=O)C1=C(C)N(Cc2ccc(OC)cc2)C(=O)/C1=C\c1ccc([N+](=O)[O-])cc1	16.0%
Cc1cc(C)cc(N(CC(=O)N/N=C/c2ccncc2)S(=O)(=O)c2ccccc2)c1	12.0%
CCc1cc2c(=O)c(-c3nc4ccccc4s3)coc2c(CN(C)C)c1O	10.0%
CS(=O)(=O)N(Cc1ccc(Cl)cc1)c1ccc(C(=O)Nc2ccc(Cl)cc2)cc1	0.0%
COc1ccc(/C=C2/C(=O)NC(=O)N(c3ccc(Cl)cc3Cl)C2=O)cc1Cl	11.0%
COc1cccc(OC)c1C(=O)NNC(=O)c1ccc(Cl)cc1	4.0%
Cc1nccn1S(=O)(=O)c1ccc2ccccc2c1	4.0%
CCCCOc1ccc(-c2cc(=O)oc(-c3cccs3)n2)cc1	31.0%
Cc1ccc2oc(-c3ccc(NC(=O)Cc4ccccc4)cc3)nc2c1	15.0%
CCOC(=O)C1=C(C)N=c2s/c(=C\c3ccc(O)c(Br)c3)c(=O)n2C1c1c(OC)ccc2ccccc12 (configuration not stated)	20.0%
O=C(N1CCN(Cc2ccccc2)CC1)C(Cl)(Cl)Cl	10.0%
CC(=O)NCCN=Cc1cc2n(c1O)-c1ccccc1C2=O	0.0%
CCOC(=O)C1=C(C)N=c2s/c(=C/c3cc(C)n(-c4ccc(C)cc4)c3C)c(=O)n2C1c1cc(OC)ccc1OC (configuration not stated)	13.0%
O=C(CCNc1ccc(Cc2ccncc2)cc1)c1cccc([N+](=O)[O-])c1	7.0%
COC(=O)C1=C(C)NC2=C(C(=O)c3ccccc32)C1c1ccc(-c2ccc([N+](=O)[O-])cc2OC)o1 (configuration not stated)	0.0%
O=C1NC(=S)NC(=O)C1=Cc1cn(CCOc2ccc(Br)cc2)c2ccccc12	10.0%
CCCc1nc2ccccc2n1CC(O)COc1ccc([N+](=O)[O-])cc1 (configuration not stated)	7.0%

# The results go on.
mol | RNase H inhibition
COC(=O)C(=O)c1c[nH]c2ccccc12 | 0.0%
COc1ccc(Nc2nc(NCc3ccco3)nc(N/N=C/c3ccc(C(C)C)cc3)n2)cc1 | 28.0%
CCOc1c(C=C(C#N)C#N)c2ccccc2n1CC | 17.0%
C/C(=N\NC(=O)c1[nH]nc2c1CCc1ccccc1-2)c1ccccc1O | 21.0%
Cn1c(=O)c2c(nc3n2CC(=O)N3c2cccc(Cl)c2)n(C)c1=O | 0.0%
COc1ccc(C(=O)Oc2ccc(-c3ccccc3)cc2)cc1OC | 0.0%
O=C1NN(c2ccccc2)C(=O)/C1=C/c1cc([N+](=O)[O-])ccc1OCc1ccc(F)cc1 | 16.0%
Cc1ccc(Sc2c(C=Nc3ccc(Br)cc3)c(C)nn2-c2ccccc2)cc1 | 17.0%
COc1cc(NC(=O)COc2ccc(C)c(C)c2)c(OC)cc1Cl | 7.0%
O=C(N/N=C/c1ccc(O)cc1)c1n[nH]c2c1CCCC2 | 8.0%
O=C(CN(c1ccc(F)cc1)S(=O)(=O)c1ccccc1)N1CCCCCC1 | 3.0%
COc1cccc(CN2CCN(C3CCCCCC3)CC2)c1OC | 0.0%
COc1ccc(C=C2C(=O)NC(=O)N(c3cccc(OC)c3)C2=O)cc1 | 8.0%
COc1cc(OC)c(OC)cc1/C=N/NC(=O)CSc1nc2ccccc2[nH]1 | 3.0%
C=CCNC(=O)C(=O)N/N=C/c1ccc(Cl)cc1 | 4.0%
COc1cc(C(=O)Nc2c(C)cc(C)c(NC(=O)c3cc(OC)c(OC)c(OC)c3)c2C)cc(OC)c1OC | 0.0%
O=C(CSc1nc2sc3c(c2c(=O)[nH]1)CCCC3)N1CCCCC1 | 14.0%
CCOC(=O)c1ccccc1-c1ccc(/C=C2/C(=O)NC(=O)N(c3cccc(Cl)c3)C2=O)o1 | 9.0%
CC(C)C(C(=O)O)N1C(=O)/C(=C\c2ccccn2)SC1=S (configuration not stated) | 0.0%
COc1ccc(OC)c(/C=C/C(=O)Nc2ccc(OC)cc2OC)c1 | 15.0%
O=[N+]([O-])c1ccccc1CN1CCN(c2ncccn2)CC1 | 0.0%
CCOC(=O)C1=C(C)N=c2s/c(=C\c3ccc(OCc4ccc([N+](=O)[O-])cc4)cc3)c(=O)n2C1c1ccc(Cl)cc1 (configuration not stated) | 0.0%
CCC(=O)NC(=S)Nc1ccc(F)cc1 | 15.0%
Cc1sc(NC(=O)C2CC3CCC2C3)c(C(N)=O)c1C (configuration not stated) | 13µM*

# Reprinted at random: six records from the list, in no set order.
mol | RNase H inhibition
CCOC(=O)c1ccccc1-c1ccc(/C=C2/C(=O)NC(=O)N(c3cccc(Cl)c3)C2=O)o1 | 9.0%
CCC(=O)NC(=S)Nc1ccc(F)cc1 | 15.0%
CC(C)C(C(=O)O)N1C(=O)/C(=C\c2ccccn2)SC1=S (configuration not stated) | 0.0%
CCOC(=O)C1=C(C)N=c2s/c(=C\c3ccc(OCc4ccc([N+](=O)[O-])cc4)cc3)c(=O)n2C1c1ccc(Cl)cc1 (configuration not stated) | 0.0%
O=[N+]([O-])c1ccccc1CN1CCN(c2ncccn2)CC1 | 0.0%
COc1cc(OC)c(OC)cc1/C=N/NC(=O)CSc1nc2ccccc2[nH]1 | 3.0%

# (continued)
mol | RNase H inhibition
Cc1ccc(S(=O)(=O)NCCC(=O)Oc2cc(O)c3c(=O)cc(-c4ccccc4)oc3c2)cc1 | 17.0%
COC(=O)/C=C1/SC(=Nc2ccc(C)cc2C)NC1=O | 1.0%
O=[N+]([O-])c1cccc(NC2=NS(=O)(=O)c3ccccc32)c1 | 0.0%
COC(=O)/C(=C/c1c[nH]c2ccccc12)[N+](=O)[O-] | 9.0%
COc1ccccc1NC(=O)C1=C(C)NC(=S)NC1c1cccc([N+](=O)[O-])c1 (configuration not stated) | 11.0%
CCCOc1ccc(C(=O)NC(=S)Nc2ccccc2[N+](=O)[O-])cc1 | 23.0%
O=C(c1ccc(F)cc1)N1CCN(c2ccc(F)cc2)CC1 | 3.0%
CCCn1c(C(O)c2cc(OC)c(OC)c(OC)c2)nc2ccccc21 (configuration not stated) | 4.0%
O=C1CN(c2ccc(Cl)cc2)C(=O)N1 | 0.0%
COc1ccc(CCNC(=O)C(=O)NC(C)(C)C)cc1 | 0.0%
Cc1ccc(NC(=O)C2CCC(C)(C(=O)NN)C2(C)C)cc1 (configuration not stated) | 8.0%
Oc1ccc2ccccc2c1C=Nc1ccc(Cl)cc1 | 12.0%
COc1cccc(-c2nc3cc(NC(=O)c4ccccc4[N+](=O)[O-])ccc3o2)c1 | 18.0%
O=C1NN(c2ccccc2)C(=O)/C1=C\c1ccc(Cl)cc1Cl | 20.0%
Cc1cc(C)c2oc(-c3ccc(C)c(NC(=O)c4oc5ccccc5c4C)c3)nc2c1 | 7.0%
O=[N+]([O-])c1ccc(N[C@@H]2OC[C@@H](O)[C@H](O)[C@H]2O)cc1 | 1.0%
Cc1ccc(-c2cc(C(F)(F)F)n3nc(C(=O)N4CCC(C)CC4)cc3n2)cc1 | 1.0%
Cc1cc(C)cc(OCCNC(=O)c2ccc([N+](=O)[O-])cc2)c1 | 6.0%
CCOc1ccc2ccc(OCC)c(/C=C(/C#N)c3nc4ccccc4[nH]3)c2c1 | 21.0%
COCc1cc(=O)[nH]c(Sc2c(-c3ccccc3)c3ccc(Cl)cc3[nH]c2=O)n1 | 12.0%
O=C(NC(Nc1ccccc1F)C(Cl)(Cl)Cl)c1ccc(Br)cc1 (configuration not stated) | 12.0%
Cc1nnc(Nc2ccc(S(=O)(=O)Nc3nccs3)cc2)c2ccccc12 | 14.0%
CCOc1cc(/C=c2\sc3nc4cc(C)c(C)cc4n3c2=O)ccc1O | 0.0%
CCN(CC)c1ccc(/C=N/Nc2nc(-c3cc4cccc(OC)c4oc3=O)cs2)c(O)c1 | 53.0%*
O=C(N=Nc1c(O)n(CN2CCCCCC2)c2ccccc12)c1cccnc1 | 0.0%
CCN(CC)CCNC(=O)Cn1nc(C)c2ccccc2c1=O | 7.0%
CCC(=O)Nc1ccc(NC(=O)c2cc(Cl)ccc2OC)cc1 | 2.0%
COc1ccc(N2C(=O)C3C4C=CC(C4=C(C)C)C3C2=O)c([N+](=O)[O-])c1 (configuration not stated) | 0.0%
CCOc1ccc2nc(NC(=O)CCC(=O)O)sc2c1 | 3.0%
Cc1nc(C)c(-c2csc(Nc3ncccn3)n2)s1 | 1.0%

# Some of these compounds in order of length of the SMILES, descending.
mol | RNase H inhibition
COc1ccc(N2C(=O)C3C4C=CC(C4=C(C)C)C3C2=O)c([N+](=O)[O-])c1 (configuration not stated) | 0.0%
CCOc1cc(/C=c2\sc3nc4cc(C)c(C)cc4n3c2=O)ccc1O | 0.0%
CCC(=O)Nc1ccc(NC(=O)c2cc(Cl)ccc2OC)cc1 | 2.0%
CCN(CC)CCNC(=O)Cn1nc(C)c2ccccc2c1=O | 7.0%
CCOc1ccc2nc(NC(=O)CCC(=O)O)sc2c1 | 3.0%

# This is a subset; the hit share may differ from the screen's.
